Bioassay records (PubChem)
Bcl-xL primary: inhibitors of human Bcl-xL, primary screen, biochemical, fluorescence polarization, HTS. AID 2129, 2009. Bcl-2-like protein 1 (Homo sapiens), Q07817. inhibition, % at 10.9 µM. 320,000 tested, 0.7% active. GST-Bcl-xL / FITC-Bim BH3 peptide fluorescence polarization;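 active = inhibition above the mean of all tested compounds plus 3 SD, cutoff set per campaign, cut at about 30% in these data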;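 note: 0% = DMSO wells and 100% = unlabeled Bim-BH3 peptide competitor; inhibitors lower millipolarization by displacing the labeled peptide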
Target sequence (Q07817 whole entry, looked up): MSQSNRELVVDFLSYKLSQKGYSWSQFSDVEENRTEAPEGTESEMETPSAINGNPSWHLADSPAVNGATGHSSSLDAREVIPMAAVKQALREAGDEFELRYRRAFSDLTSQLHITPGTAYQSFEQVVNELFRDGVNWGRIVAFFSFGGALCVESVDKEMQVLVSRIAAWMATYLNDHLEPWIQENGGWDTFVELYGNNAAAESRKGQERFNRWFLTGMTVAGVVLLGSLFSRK
PAD4 inh: human PAD4 inhibitors, primary screen, biochemical, fluorescence polarization, 1536-well format | Protein-arginine deiminase type-4 (Homo sapiens), Q9UM07 | recombinant PAD4, RCA probe fluorescence polarization | inhibition, % at 6.36 µM | 330,000 tested, 0.41% active | AID 485272, 2010;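 active = percent inhibition above a cutoff equal to the mean of all tested compounds plus 3 SD, cut at about 15% in these data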;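 note: 0% = PAD4 with RCA probe and DMSO and 100% = probe without PAD4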
GLD-1 TGE inh: GLD-1/TGE RNA complex disruptors, primary screen, biochemical, fluorescence polarization; Female germline-specific tumor suppressor gld-1 (Caenorhabditis elegans), Q17339; 320,000 tested, 0.44% active; inhibition, % at 5.96 µM; purified GLD-1 + fluorescein TGE RNA;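 active = percent inhibition above a per-plate cutoff, the plate mean of test compounds plus 3 SD, cut at about 30% in these data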;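 note: 0% = DMSO wells with GLD-1 and probe and 100% = wells lacking GLD-1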
Target sequence (Q17339 whole entry, looked up): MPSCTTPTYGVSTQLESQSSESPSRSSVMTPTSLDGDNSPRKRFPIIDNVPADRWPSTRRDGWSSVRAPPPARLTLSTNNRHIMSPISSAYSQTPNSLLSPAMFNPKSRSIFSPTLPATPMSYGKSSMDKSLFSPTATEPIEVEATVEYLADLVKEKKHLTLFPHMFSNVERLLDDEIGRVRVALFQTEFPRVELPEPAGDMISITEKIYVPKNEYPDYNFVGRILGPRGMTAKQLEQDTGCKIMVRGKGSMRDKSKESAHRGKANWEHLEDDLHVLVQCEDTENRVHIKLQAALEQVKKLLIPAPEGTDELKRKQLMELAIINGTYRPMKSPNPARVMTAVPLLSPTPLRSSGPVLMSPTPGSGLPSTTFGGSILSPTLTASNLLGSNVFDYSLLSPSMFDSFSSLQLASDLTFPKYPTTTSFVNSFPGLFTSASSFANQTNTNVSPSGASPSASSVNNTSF
GSTO1 counter: inhibitors of recombinant GSTO1, primary screen, counter-screen for RBBP9 inhibitor project, biochemical, fluorescence polarization | 300,000 tested, 1.1% active | Glutathione S-transferase omega-1 (Homo sapiens), P78417 | inhibition, % at 5.96 µM | activity-based probe fluorescence polarization | AID 1974, 2009;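 active = inhibition above the campaign mean inhibition plus 3 SD, cut at about 35% in these data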;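 note: 0% = GSTO1-1 with DMSO and 100% = wells lacking GSTO1-1 enzyme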
Target sequence (P78417 whole entry, looked up): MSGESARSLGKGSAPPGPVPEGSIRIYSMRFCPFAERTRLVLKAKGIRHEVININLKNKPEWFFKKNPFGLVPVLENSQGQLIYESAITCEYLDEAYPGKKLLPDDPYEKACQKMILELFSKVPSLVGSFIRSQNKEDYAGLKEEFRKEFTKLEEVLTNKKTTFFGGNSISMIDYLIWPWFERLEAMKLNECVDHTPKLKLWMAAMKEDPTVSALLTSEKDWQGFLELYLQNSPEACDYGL
MCL1-BIM inh: inhibitors of MCL1 binding to BIM-BH3, primary screen, biochemical, fluorescence polarization | GST-MCL1 / FITC-Bim-BH3 fluorescence polarization | inhibition, % at 10.9 µM | 320,000 tested, 0.68% active | AID 2057, 2009;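 active = inhibition above the mean inhibition of all tested compounds plus 3 SD, set per campaign, cut at about 40% in these data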;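 note: 0% = DMSO wells and 100% = unlabeled Bim-BH3 peptide control; higher means more loss of mP so more displacement of Bim peptide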
Fam108B counter: mouse Fam108B serine hydrolase inhibitors, primary screen, counter-screen for RBBP9 inhibitor project, biochemical, fluorescence polarization; 300,000 tested, 0.33% active; inhibition, % at 9.51 µM; recombinant Fam108B, FP-Rh probe fluorescence polarization; AID 1947, 2009;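 active = inhibition above the screen mean inhibition plus 3 SD, computed separately per campaign, cut at about 18% in these data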;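 note: inhibitors lower polarization as less probe binds the enzyme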
PME-1 inh: PME-1 inhibitors via competitive probe labeling, primary screen, biochemical, fluorescence polarization, FP-Rh probe, HTS | Protein phosphatase methylesterase 1 (Homo sapiens), Q9Y570 | 320,000 tested, 0.53% active | inhibition, % at 5.9 µM | recombinant PME-1;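 active = inhibition above the campaign mean of all compounds plus 3 SD, cut at about 26% in these data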;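 note: competitive labeling of PME-1 active site by serine hydrolase directed probe; 0% = PME-1 with DMSO and 100% = wells lacking PME-1 enzyme; inhibitors block probe labeling so polarization falls and inhibition rises; many of its hits are not listed in these tables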
TPT1 inhibitor: Candida albicans TPT1 enzyme inhibitors, primary screen, biochemical, fluorescence polarization; recombinant caTPT1, FP RNA substrate dephosphorylation; 300,000 tested, 0.81% active; inhibition, % at 5 µM;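 active = inhibition above the mean of all tested compounds plus 3 SD, set per screening campaign, cut at about 24% in these data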;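 note: plate controls were DMSO alone for no effect and ferristatin control at 100 nM for full effect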
MEX-5 binding: MEX-5 zinc finger RNA-binding disruptors – biochemical, C. elegans, fluorescence polarization, MLPCN library, primary screen. Zinc finger protein mex-5 (Caenorhabditis elegans), Q9XUB2. MEX-5/FITC-TCR2 RNA binding; stronger effect = lower value. activity score (negative = inhibition of binding), % at 10 µM. 300,000 tested, 0.38% active;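 active = inhibition past about -25% in most replicates, and total fluorescence under double the plate's negative control median, limit read from the data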;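 note: 0% = DMSO and -100% = 5 µM competing unlabeled TCR2 RNA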
Numbers without * were called inactive; x = no result given.

SMILES | Bcl-xL primary | PAD4 inh | GLD-1 TGE inh | GSTO1 counter | MCL1-BIM inh | Fam108B counter | PME-1 inh | TPT1 inhibitor | MEX-5 binding
Cc1cc(NC(=O)[C@H](C)NC(=O)c2ccco2)ccc1Br | 0 | 2 | -2 | 5 | 3 | -3 | 1 | 5 | 1.0
O=C(c1ccc(N2CCCC2=O)cc1)N1CCCCCC1 | 7 | 1 | -2 | 10 | -2 | 0 | -3 | -7 | 3.3
CCOc1ccc(S(=O)(=O)NNC(=S)Nc2ccc(Br)cc2)cc1 | 9 | 1 | 2 | 8 | 14 | -2 | -3 | -3 | -6.1
COc1ccc(NC(=O)C2Cc3ccccc3CN2C(=O)c2ccccc2)cn1 (stereo not drawn) | 81* | 4 | 55* | -6 | 77* | 0 | -7 | -21 | -38*
NC(CS(=O)O)C(=O)O (stereo not drawn) | 4 | 4 | -1 | 5 | 9 | -5 | 0 | -1 | 0.9
Cc1nnc(-c2cccc(Br)c2)c2cn(-c3cccc(Br)c3)nc12 | 8 | -4 | 2 | -1 | 7 | -4 | -30 | 47* | -19
Cc1ccc(-n2nc3c(=O)n(CCCC(=O)NCCc4ccccc4C)nc(C)c3c2C)cc1 | 7 | -2 | 1 | -4 | 3 | -5 | 12 | 4 | 2.9
CC(C)NCc1cc(Br)ccc1OCc1ccccc1 | 5 | 1 | 1 | 9 | 4 | -3 | -5 | -3 | 2.3
O=C1CCC(C(=O)OCc2nnc(-c3ccc(Br)cc3)o2)=NN1 | -7 | 3 | -2 | x | -8 | x | 0 | x | x
Cc1cccc(NC(=O)c2nc[nH]c2C(=O)NCC(=O)OCc2ccccc2)c1 | -2 | 4 | 1 | 3 | 12 | -4 | 3 | -3 | -1.2
CCc1ccccc1N1CC(C(=O)Nc2cc(C)on2)CC1=O (stereo not drawn) | 1 | -1 | -3 | 1 | -7 | 0 | -3 | -5 | 1.7
CCc1cc(=O)oc2c3c(cc(OCC(=O)NCc4cccnc4)c12)OC(C)(C)CC3 | 5 | -4 | 3 | -7 | 3 | 0 | 9 | -3 | 0.7
CC(C)NC(=O)c1ccc2c(c1)N(CC(=O)N1CCCCC1)C(=O)C(C)(C)O2 | 3 | -3 | -1 | 6 | 1 | 1 | 3 | 5 | 0.9
CN1CCN(CCCCOc2ccc(Br)cc2)CC1 | 9 | 1 | 5 | 6 | 12 | -2 | 3 | -2 | -1.3
COc1ccc(C(=O)NC(=S)NNC(=O)c2c(-c3ccccc3)noc2C)cc1OC | 7 | -1 | -2 | -13 | 15 | 2 | -7 | 2 | 1.8
O=C(c1nc2ccccn2c1CN1CCC(Cc2ccccc2)CC1)N1CCCC1 | 4 | -2 | 4 | -1 | 8 | 4 | 0 | 0 | 0.8
O=C(NCC1CCCO1)c1c(O)c2ccccc2[nH]c1=O (stereo not drawn) | 8 | -1 | 9 | 6 | 8 | 0 | 1 | -5 | -0.8
COC(=O)c1ccc(N2C(=O)C3CC=CC(C)C3C2=O)cc1 (stereo not drawn) | -3 | -3 | 2 | 1 | -13 | -3 | 3 | 1 | 1.4
Cn1c(=O)c2ncn(CC(=O)N/N=C/C=C/c3ccccc3)c2n(C)c1=O | 1 | -4 | -1 | 4 | -2 | 4 | -3 | -1 | 0.8
Cc1ccc(N=CC2=C(O)CC(c3cccc(Cl)c3)CC2=O)cc1 (stereo not drawn) | 5 | 1 | 2 | -1 | 1 | 9 | 5 | -3 | 0.8
CC(C)(CNC(=O)CC1C(=O)NCCN1Cc1cccc(F)c1)N1CCOCC1 (stereo not drawn) | 18 | 0 | 11 | -7 | 19 | 5 | 6 | -6 | -4.1
Cc1noc(C)c1C(=O)Nc1ccc(C#N)cc1 | 2 | 0 | 3 | 7 | -2 | 0 | -3 | 0 | 0.3
COc1ccc2c3c(c(=O)oc2c1OCC(=O)O)CCCC3 | 7 | 0 | -6 | -1 | 1 | -7 | -2 | 2 | 0.2
O=C(CSc1n[nH]c(=O)n1C1CC1)c1c[nH]c2ccccc12 | -1 | -1 | 4 | x | 4 | x | 4 | x | x
Cc1ccc(C(=O)NC(=S)Nc2ccc(NC(=O)c3cccc(Cl)c3)cc2)cc1 | 1 | -1 | 2 | -1 | 8 | -3 | 2 | 0 | 0.0
COc1cc(/C=C2/SC(=Nc3ccc(O)cc3)NC2=O)ccc1O | 1 | -3 | -58 | -4 | -2 | 1 | -18 | 20 | 0.3
CCOc1cc(/C=N/NC(=O)c2ccc(CN3CCOCC3)cc2)ccc1OC | 3 | 1 | 5 | 0 | 5 | -1 | -8 | -6 | -0.5
Cc1cc(C)n(-c2nc(C(=O)O)cs2)n1 | 7 | -4 | 5 | -4 | 6 | -5 | -2 | 0 | -2.0
C=CCOC(=O)C1C(=O)CC(C)(O)C(C(=O)OCC=C)C1c1ccc(N(C)C)cc1 (stereo not drawn) | 13 | 0 | 11 | 6 | 6 | 4 | -2 | 3 | -0.7
O=C(CSc1ncn[nH]1)NCc1ccc(Cl)cc1 | 4 | -3 | 4 | -3 | 4 | 0 | 1 | -3 | 2.0
Cc1nnc(SCC(=O)N(Cc2ccccc2)C(C)(C)C)[nH]c1=O | 6 | -2 | 3 | 3 | -2 | 0 | 2 | 0 | -2.4
Cc1ccc(NC(=O)/C=C/c2ccc([N+](=O)[O-])s2)cc1 | 6 | -5 | 3 | 27 | 1 | 2 | 1 | -4 | 1.5
CN(c1ccccc1)S(=O)(=O)c1ccc(C(=O)NCc2ccccc2F)cc1 | -2 | -5 | -3 | x | -4 | x | -2 | x | x
Cc1ccc(Sc2ncccc2COC(=O)Nc2c(C)cccc2C)cc1 | 6 | 6 | 7 | 6 | 9 | -5 | 6 | -9 | 1.1
CC(NC(=O)CCCOc1ccc(Cl)cc1)c1ccccc1 (stereo not drawn) | 2 | 1 | 6 | 0 | 0 | 0 | 0 | -1 | -1.8
COc1ccccc1NC(=O)/C=C/C(=O)O | 3 | -8 | 3 | 10 | 0 | -2 | 1 | -2 | -0.7
CCCNS(=O)(=O)c1ccc(NC(=O)c2cccnc2)cc1 | 2 | -2 | 2 | 7 | 2 | -2 | -1 | -3 | -3.4
COc1ccc(-c2c(NC(=O)c3ccco3)oc3c(C)cccc3c2=O)cc1OC | -2 | -5 | 7 | -6 | -3 | 1 | -5 | 4 | -2.7
CC(=O)Nc1ccc(S(=O)(=O)NC2=NCN(c3cccc([N+](=O)[O-])c3)CN2)cc1 | 5 | 1 | -3 | -2 | 5 | 4 | -2 | 2 | -2.6
Cc1noc(/C=C/c2ccccn2)c1[N+](=O)[O-] | 3 | -3 | 7 | 0 | 2 | 5 | 0 | -1 | -0.4
COc1ccc(NC(=O)c2ccc(NC(=O)COC(=O)c3cnc(C)cn3)cc2)cc1 | -16 | -2 | 5 | -3 | -10 | 5 | -4 | -1 | -0.9
O=C(NCc1ccccc1)C(c1ccc(Cl)cc1)N(C(=O)c1csnn1)C1CC1 (stereo not drawn) | 1 | 0 | 3 | 14 | -2 | 0 | -2 | -2 | 2.2
Cc1cc(=O)oc2cc(OCC(=O)OCC(=O)NC3CC3)ccc12 | 1 | -5 | 7 | 2 | -6 | 0 | 3 | -1 | 2.1
C=CCN(CC=C)C(=S)NCCc1ccc(OC)c(OC)c1 | 2 | -1 | 3 | 2 | 0 | 2 | 1 | 2 | -0.8
O=C(Oc1c(Cl)cc(Cl)c2cccnc12)c1ccco1 | 1 | -4 | -1 | 13 | 7 | -1 | -3 | 3 | -4.7
COC(C(=O)Nc1ccnn1C1CCN(Cc2ccccn2)CC1)c1ccccc1 (stereo not drawn) | 15 | -2 | 10 | 2 | 16 | -4 | -2 | -3 | -6.3
Cc1ccccc1NC(=O)N1CCN(C/C=C/c2ccccc2)CC1 | 4 | -2 | -2 | 5 | 0 | -1 | 1 | 4 | -1.5
Nc1nnc(Cc2ccc(Cl)c(Cl)c2)s1 | -2 | 3 | 4 | 1 | -1 | -1 | -4 | 4 | 0.8
CC(=O)N/C(=N\c1nc(C)cc(C)n1)Nc1ccc2ccccc2c1 | 6 | -1 | -46 | -4 | 10 | 9 | -7 | 1 | 1.7
CCCCc1nc2ccccc2n1Cc1nnc2n1-c1ccccc1SC2 | 0 | 5 | 6 | 0 | -2 | -5 | 4 | -3 | 1.9

Later entries
SMILES | Bcl-xL primary | PAD4 inh | GLD-1 TGE inh | GSTO1 counter | MCL1-BIM inh | Fam108B counter | PME-1 inh | TPT1 inhibitor | MEX-5 binding
CCOc1ccc(C)cc1S(=O)(=O)n1cnc2ccccc21 | 1 | -6 | -3 | 2 | 1 | 4 | 11 | 0 | 4.0
CCN(c1ccccc1)S(=O)(=O)c1cc([N+](=O)[O-])ccc1N | 5 | -10 | 1 | 4 | 3 | 2 | -3 | 3 | -0.4
CCSc1nc2ccccc2n1Cc1cccc([N+](=O)[O-])c1 | 4 | 4 | -2 | 11 | -1 | -2 | -1 | -1 | -0.2
CC(C)OC(=O)c1c(NC(=O)c2cccs2)sc2c1CCCC2 | 1 | 1 | 7 | 7 | 3 | -2 | -2 | 0 | 1.3
Cc1ccc(S(=O)(=O)NCC(=O)N/N=C/c2ccccc2O)cc1 | 6 | -2 | 1 | -1 | 10 | -4 | -1 | -4 | -1.1
O=C(COn1nnc2ccc(S(=O)(=O)N3CCOCC3)cc21)NCCc1ccccc1 | 6 | -2 | 7 | 5 | -3 | 2 | 3 | -1 | 1.3
COc1cccc(-c2nnc(SCC(=O)Nc3cc(C)on3)o2)c1 | -1 | -1 | -5 | 9 | 3 | 1 | 1 | 1 | -0.3
O=c1cc(-c2ccccc2Cl)oc2c(NS(=O)(=O)c3cc(Cl)cc(Cl)c3O)ccc(O)c12 | 8 | -16 | 16 | 2 | 13 | 7 | 57* | 2 | -55*
COCCCn1c(-c2ccc(S(=O)(=O)N3CCOCC3)cc2)csc1=Nc1ccccc1 | 8 | -2 | 1 | 6 | 10 | 0 | 5 | -1 | 3.3
CCc1c(C)sc(NC(=O)c2ccc(Br)o2)c1C(=O)OC | 2 | -7 | -3 | 2 | -4 | -13 | -5 | -1 | -1.8
Cc1ccccc1-c1cc(=O)c2c(O)cccc2o1 | 5 | 0 | 1 | -4 | 3 | -1 | -3 | -1 | 0.7
N#CCCN/N=C(/Cc1nc2ccccc2[nH]1)c1cccc(Cl)c1 | -6 | -11 | -4 | -7 | -10 | 5 | 6 | 24 | -0.9
COCc1ccc(C(=O)N2CCCC(C(=O)c3cc(F)ccc3F)C2)s1 (stereo not drawn) | 5 | 4 | -6 | 9 | 8 | 9 | 4 | -10 | 1.8
O=C(CSc1nnc(-c2cccnc2)n1CCc1ccccc1)NCc1ccccc1 | 6 | 0 | 2 | -1 | -2 | -2 | 0 | 0 | 1.6

An excerpt. The share of hits here may be higher or lower than overall.
